# CF NFkB inh: cystic fibrosis NF-kB activation inhibition | AID 588850 | KKLEB NF-kB-GFP reporter, PAF-induced, GFP fluorescence overnight | 360,000 compounds, 0.86% hits | inhibition, % at 5 µM;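 active = at least 50% inhibition at 5 µM, scaled per plate between neutral and stimulator controls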;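 note: PAF is a Pseudomonas aeruginosa culture filtrate used as stimulus; plate controls were PAF-stimulated DMSO wells for no effect and unstimulated DMSO wells for full effect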
# PDI inh: inhibitors of human protein disulfide isomerase | PDI insulin aggregation turbidity, A650, 90 min | 350,000 compounds, 0.052% hits | inhibition, % at 10 µM;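 active = mean inhibition across replicates of 30% or more, whatever share of single replicates reach that level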;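 note: absorbance from insulin aggregation driven by PDI reduction with DTT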
# Target sequence (P07237 whole entry, looked up): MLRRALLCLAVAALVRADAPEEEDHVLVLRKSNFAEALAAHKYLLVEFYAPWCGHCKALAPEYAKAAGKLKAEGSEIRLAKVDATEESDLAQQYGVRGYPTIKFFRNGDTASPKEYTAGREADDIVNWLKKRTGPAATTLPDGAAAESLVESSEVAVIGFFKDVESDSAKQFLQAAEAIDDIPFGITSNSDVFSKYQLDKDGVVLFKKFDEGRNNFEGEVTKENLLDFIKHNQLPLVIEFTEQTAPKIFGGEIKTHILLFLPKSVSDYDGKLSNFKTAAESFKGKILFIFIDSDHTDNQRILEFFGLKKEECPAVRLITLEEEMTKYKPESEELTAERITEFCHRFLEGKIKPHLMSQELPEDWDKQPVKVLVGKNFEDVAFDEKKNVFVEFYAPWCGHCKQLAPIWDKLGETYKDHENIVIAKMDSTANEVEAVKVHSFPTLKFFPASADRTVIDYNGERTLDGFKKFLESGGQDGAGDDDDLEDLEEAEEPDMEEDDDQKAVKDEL
# NR2E3 ag-1: agonists of human nuclear receptor NR2E3 | 320,000 compounds, 0.12% hits | GST-NR2E3/biotin-RetCOR TR-FRET, 1536-well | AID 2300 | Q9Y5X4 | inhibition of corepressor binding, % at 4.78 µM;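 active = percent inhibition above the cutoff of mean plus 3 SD of all tested compounds, set per screening campaign, cut at about 20% in these data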;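 note: 0% = DMSO wells and 100% = biotin wells as full block of FRET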
# Target sequence (Q9Y5X4 whole entry, looked up): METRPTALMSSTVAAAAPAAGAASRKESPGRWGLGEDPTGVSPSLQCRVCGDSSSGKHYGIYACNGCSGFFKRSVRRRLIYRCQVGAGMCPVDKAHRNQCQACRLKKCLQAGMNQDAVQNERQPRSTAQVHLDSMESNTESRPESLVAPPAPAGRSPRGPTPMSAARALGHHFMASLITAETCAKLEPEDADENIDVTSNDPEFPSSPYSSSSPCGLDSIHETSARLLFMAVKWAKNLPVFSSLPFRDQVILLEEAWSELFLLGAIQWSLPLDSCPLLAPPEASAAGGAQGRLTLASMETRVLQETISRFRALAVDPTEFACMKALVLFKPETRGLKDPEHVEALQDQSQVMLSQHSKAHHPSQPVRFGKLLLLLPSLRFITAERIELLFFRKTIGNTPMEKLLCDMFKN
#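 Assay system: NR2E3–RetCOR corepressor complex. Quantity: 1.35 nM GST-NR2E3. Buffer or medium: pH 7.5 Tris-based buffer. Reagent: biotinylated RetCOR corepressor at 7 nM final. Schedule: 5 h at 4 °C. Detection: TR-FRET, emission read at 617 and 671 nm. Replicates: one well per compound, singlicate testing.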
# CaV13 FRET inh: Primary screen for inhibitors of IQ motif and Ca2+-dependent inactivation inhibitor domain binding in CACNA1D, Förster resonance energy transfer in living cells, … | 340,000 compounds, 0.098% hits | HEK cells, CFP/YFP FRET ICDI-IQ, plate reader, 10 min; percent FRET-ratio fall versus neutral wells | inhibition, % at 12.3 µM;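 active = mean replicate inhibition of at least 30% and at least 1% of replicates passing that level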;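 note: 0% = median of the neutral control wells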
# KKLEB cytotox: reduces viability of KKLEB cystic fibrosis airway cells; activity change (cytotoxicity), % at 5 µM; 360,000 compounds, 0.36% hits; KKLEB CF airway cells viability, ATPlite luminescence, overnight; active compounds read low; cells stimulated with P. aeruginosa culture filtrate;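 active = corrected activity change at or below -50% at 5 µM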
# Vif imaging: blocks HIV Vif function; HEK293T cells, Vif self-association by quenched fluorescence, imaging, 24 h; inhibition, % at 7.49 µM; 340,000 compounds, 0.35% hits; in the data active = inhibition above about 50%, passing the limit was not always enough; note: some results filed as inactive read as strong as hits
# Shn3 inh set2: Schnurri-3 reporter inhibition in Clone20 osteoblasts; 360,000 compounds, 0.52% hits; AID 588674; inhibition, % at 12.5 µM; Clone20 osteoblast Shn3 3'UTR firefly luciferase, 24 h;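 active = mean inhibition of at least 75% with every replicate also reaching 75%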;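 note: 0% = median of neutral control wells and 100% = pilot-screen positive control compound; some compounds past the cut are filed as inactive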
# Peg3 promoter: inhibitors of Peg3 promoter. inhibition, % at 20 µM. AID 588405. HeLa PEG-Prom luciferase reporter, luminescence, overnight. 360,000 compounds, 1.7% hits;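 active = inhibition of at least 50% at 20 µM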
# HIF-2a block: blocks HIF-2a reporter activity; 786-0 RCC cells HIF-2a reporter, luciferase luminescence, overnight; 360,000 compounds, 0.72% hits; inhibition, % at 18.8 µM;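 active = inhibition of the luminescence signal of 40% or more relative to plate controls, in a single-dose primary screen at 18.75 µM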
# TRPM1 prom inh: inhibitors of MITF-driven TRPM1 promoter in melanoma cells; SK-MEL-5 TRPM1 promoter luciferase, 24 h; inhibition, % at 12.5 µM; 330,000 compounds, 0.83% hits; AID 488899;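 active = mean inhibition across replicates of 60% or more, whatever share of single replicates reaches that level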; note: values of inactives mirror those of a sister screen read the other way
# NR2E3 ag-2: agonists of human NR2E3 nuclear receptor; Q9Y5X4; CHO-S Gal4-NCOR/VP16-NR2E3 two-hybrid, luciferase; inhibition of corepressor binding, % at 3.98 µM; 360,000 compounds, 0.35% hits; AID 602229;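 active = inhibition above the mean of all tested compounds plus 3 SD, cut at about 70% in these data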;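 note: 0% = DMSO with NR2E3 transfected cells and 100% = cells lacking NR2E3 construct; higher means lower luciferase signal from less NR2E3 corepressor binding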
# * marks the source's active call; other numbers are inactive results; i = inactive; . = no result given.
item	molecule	CF NFkB inh	PDI inh	NR2E3 ag-1	CaV13 FRET inh	KKLEB cytotox	Vif imaging	Shn3 inh set2	Peg3 promoter	HIF-2a block	TRPM1 prom inh	NR2E3 ag-2
1	COc1ccc(C(CNC(=O)Cc2ccccc2F)N2CCCCC2)cc1 (configuration not stated)	13.2	-1.6	2.4	-3.5	-3.5	2.3	3.8	-3.4	11.4	5.8	-13.8
2	COc1ccc(C2C(C#N)=C(SC)NC3=C2C(=O)CC(C)(C)C3)cc1 (configuration not stated)	-12.6	-1.7	2.1	-5.7	-6.3	-0.6	-5.2	18.1	15.1	-1.7	-11.7
3	COc1ccccc1CNC(=O)CCCN1C(=O)COc2ccc(C)cc21	2.2	-11.8	-0.5	-5.2	0.8	.	8.1	10.1	8.0	-6.2	-16.9
4	O=C(Nc1cccc(Cl)c1Cl)C1CCN(C(=O)c2cccs2)CC1	5.3	-13.7	7.5	-2.5	3.6	15.8	5.9	-3.3	12.1	14.8	-2.9
5	CCOc1ccccc1C1CC(=O)NC(SCC(=O)Nc2nccs2)=C1C#N (configuration not stated)	13.1	2.7	-1.3	.	-1.7	.	8.6	5.8	10.9	-7.0	-0.8
6	O=C1C2C3C=CC([C@@H]2C(=O)N1C1CC1)[C@H]1C(=O)N(C2CC2)C(=O)C31 (some centres not stated)	12.5	4.8	0.5	-5.8	-3.0	.	1.5	0.2	15.6	8.2	4.6
7	O=C(/C=C/c1ccc(S(=O)(=O)N2CCOCC2)cc1)NCc1ccccc1	9.8	-5.5	1.1	2.6	-7.3	3.0	9.5	20.6	7.8	3.7	8.2
8	N#Cc1ccc(C2=CC(=O)C[C@H](c3ccc(F)cc3)C2)cc1	0.6	-4.2	-1.5	-4.1	-5.7	6.3	11.5	5.2	-3.7	-13.7	-8.5
9	c1ccc(COc2cccc(-c3cc4nc(NCc5ccc6c(c5)OCO6)ccn4n3)c2)cc1	3.9	0.7	.	-4.1	9.2	-1.6	26.9	-45.4	-204.1	.	-47.5
10	Cc1ccc(-c2nnc(-c3ccc(Br)cc3)o2)o1	-18.0	1.8	-1.6	-5.2	4.9	-4.3	-95.7	-297.0	-319.5	-58.3	-59.7
11	CC(C)[C@H](NC(=O)N1CC(=O)Nc2ccccc21)C(=O)Nc1nccs1	6.3	11.6	0.9	-16.2	1.1	8.0	-17.3	-12.7	13.0	27.9	-10.7
12	CCCCOC(=O)CCn1[nH]c(=O)c2ccccc2c1=O	-6.2	8.0	-6.1	-6.2	19.3	-4.5	-6.8	6.1	18.9	-1.5	3.5
13	CCCC(=O)c1cc2c(cc1NC(=O)CC)OCCO2	5.5	-5.1	4.8	8.0	-3.4	-11.9	12.7	2.0	3.2	5.6	-4.1
14	CN1CCN(c2ccc(NC(=O)c3ccc(C#N)cc3F)cc2Cl)CC1	-0.8	-1.3	2.9	-6.6	-3.4	-3.3	3.6	-36.7	-51.5	-0.5	-13.6
15	Nc1nc(=O)n(C2CCCO2)cc1Br (configuration not stated)	15.5	-4.5	.	-8.3	-0.7	-0.5	10.3	4.5	-6.5	-7.3	9.1
16	COc1ccc(C(C)NCCC(c2ccc(OC(C)C)cc2)c2ccccc2OC)cc1 (configuration not stated)	-1.5	-3.9	.	-18.9	0.3	-4.6	69.4	103.9*	27.0	92.1*	-1.3
17	O=S(=O)(c1ccc(F)cc1)N1CCN(CCOc2ccccc2)CC1	1.9	-5.0	.	-2.5	-5.8	-2.0	22.8	15.6	8.2	3.6	-23.2
18	CC(C)CCNC(=O)c1onc(CSc2ccccc2)c1C(=O)NCCC(C)C	12.4	-1.6	2.3	-12.1	-11.9	-2.7	-10.2	0.1	-6.1	-11.7	0.0
19	CCOc1ccccc1CNC(=O)CCc1cn(C)c2ccccc12	-7.0	1.0	1.7	-4.8	-6.9	-5.0	-15.3	7.2	9.3	-15.0	17.0
20	Cc1c(NC(=O)/C(=C/c2cccs2)c2cccs2)c(=O)n(-c2ccccc2)n1C	-19.4	-1.5	-1.2	-17.1	11.0	-0.1	3.9	-7.5	15.3	8.2	-8.0
21	O=C(CSC1=NC(=O)C(Cc2ccccc2)C(=O)N1)Nc1ncc(Br)cc1Br (configuration not stated)	8.4	3.6	1.7	3.7	-18.3	1.8	-14.3	3.2	15.0	-7.0	-23.0
22	COc1ccc(NC(=O)CN(C)S(=O)(=O)c2ccc3c(c2)NC(=O)CS3)cc1	-11.4	0.0	0.1	-2.3	3.6	-1.6	-1.4	7.4	-17.0	6.4	-6.6
23	Cc1noc(C)c1S(=O)(=O)NCCc1ccc(S(N)(=O)=O)cc1	-4.0	6.7	-0.7	-1.5	1.0	-11.8	-5.0	6.9	13.2	7.2	-18.8
24	CCSc1nnc2c(n1)OC1(CCCC1)Nc1ccccc1-2	-23.9	-13.4	2.8	-4.8	7.0	.	-14.0	-33.3	-82.4	.	-47.6
25	CCn1cc([N+](=O)[O-])c(C(=O)N2N=C(c3ccc4ccccc4c3)CC2c2ccccc2O)n1 (configuration not stated)	-1.5	29.1	2.0	.	7.5	.	-12.6	-1.9	-27.9	21.4	-30.4
26	CCOC(=O)c1cnc(-n2nc(C)cc2C)nc1N(C)C	13.7	-2.3	1.6	-3.5	-6.6	0.8	-23.4	-160.5	-155.0	-45.1	-107.4
27	CN(C)C(CNC(=O)c1cc(S(=O)(=O)N(C)c2ccc(F)cc2)ccc1Cl)c1ccco1 (configuration not stated)	-8.3	-15.2	0.3	-4.9	3.2	-10.4	10.7	7.5	3.9	12.6	-30.6
28	CCN(C(=O)c1cnc(N2CCN(c3ncccn3)CC2)c2ccccc12)c1cccc(Cl)c1	9.7	7.7	-1.8	.	-5.1	-18.7	33.8	21.6	21.3	15.9	-7.5
29	CC(C)NC(=O)c1ccc(COCC(F)(F)F)cc1	-10.4	-6.1	3.7	-8.4	-1.5	-5.8	3.7	7.6	-2.6	5.4	-15.1
30	COc1cc(C(=O)NC23CC4CC(CC(C4)C2)C3)cc(OC)c1OC	-7.9	0.1	.	-10.0	9.1	-2.7	12.5	2.7	24.6	7.7	-9.7
31	Cc1ccc(S(=O)(=O)N2CCN(C(=O)c3ccco3)CC2)cc1C	10.9	8.4	-0.7	-2.6	9.4	2.4	1.2	21.1	21.8	-0.1	-0.5
32	O=[N+]([O-])c1cc(S(=O)(=O)Nc2ccc(Cl)cc2)ccc1N/N=C/c1ccncc1	6.9	1.6	-4.3	-4.8	-15.0	67.4*	18.3	-7.1	16.2	-4.8	-23.7
33	O=S(=O)(N/N=C/c1ccccc1OCc1ccc(Cl)cc1)c1ccccc1	8.7	-3.6	2.1	-9.5	-5.2	2.3	7.5	-138.7	-177.2	-18.5	-52.0
34	CCc1ccccc1NC(=O)CCC(=O)OCC(=O)c1ccc(-c2ccccc2)cc1	-5.7	-24.4	2.6	-2.0	2.9	1.9	-60.3	-6.2	-3.4	1.8	-14.0
35	COc1ccccc1N1CCN(C(c2cc3ccc(C)cc3[nH]c2=O)c2nnnn2C2CCCC2)CC1 (configuration not stated)	-25.1	-4.9	-1.3	-3.9	-25.9	1.5	19.1	11.0	6.7	i	3.4
36	O=C1CC(Sc2ncccn2)C(=O)N1c1ccccc1C(F)(F)F (configuration not stated)	-1.7	6.2	-1.6	-5.1	7.1	.	.	5.7	6.5	10.7	-9.7
37	O=C(O)CC(Cc1ccccc1)C(=O)Nc1ccc([N+](=O)[O-])cc1 (configuration not stated)	8.8	3.4	2.0	-5.5	1.8	21.1	-4.9	10.1	17.1	-4.7	-22.8
38	NC(Cc1ccc(O)c([N+](=O)[O-])c1)C(=O)O (configuration not stated)	11.2	2.1	-7.1	-5.7	2.8	-2.8	6.2	-7.4	11.7	5.2	3.1
39	Cc1ccc(S(=O)(=O)NCCSc2nnnn2-c2ccccc2)cc1	-4.4	-3.3	-0.2	-8.5	1.8	-3.7	-6.7	2.1	-6.4	14.9	-3.2
40	CCc1nnc(SCC(=O)Nc2ccc3c(c2)OCO3)o1	8.1	0.6	-2.8	.	-8.8	11.5	-3.3	-26.3	5.0	5.4	1.5

# Entries above marked active in TRPM1 prom inh.
item	SMILES	CF NFkB inh	PDI inh	NR2E3 ag-1	CaV13 FRET inh	Vif imaging	Shn3 inh set2	Peg3 promoter	HIF-2a block	TRPM1 prom inh	NR2E3 ag-2
16	COc1ccc(C(C)NCCC(c2ccc(OC(C)C)cc2)c2ccccc2OC)cc1 (configuration not stated)	-1.5	-3.9	.	-18.9	-4.6	69.4	103.9*	27.0	92.1*	-1.3

# Going on with the list:
item	molecule	CF NFkB inh	PDI inh	NR2E3 ag-1	CaV13 FRET inh	KKLEB cytotox	Vif imaging	Shn3 inh set2	Peg3 promoter	HIF-2a block	TRPM1 prom inh	NR2E3 ag-2
41	S=c1[nH]nc(-c2ccccc2)c2ccccc12	-3.3	4.1	-0.4	-7.2	-5.2	4.4	1.2	23.2	13.3	1.7	-13.7
42	Cc1ccc(C(C(=O)Nc2ccc3c(c2)OCO3)N(C)C(=O)/C=C\c2ccc3c(c2)OCO3)cc1 (configuration not stated)	-6.0	-5.9	-3.5	-5.3	-4.6	-8.6	-12.5	-8.3	22.7	-0.8	-11.2
43	CN(C(=S)NC(=O)Cc1ccccc1)c1ccccc1	0.5	-3.5	-0.5	-5.3	-4.8	0.6	-6.9	-51.0	-79.8	-6.2	-32.2
44	C=CCOc1ccc(C(=O)/C=C2/C(=O)Nc3ccccc32)cc1	10.6	-11.6	-3.0	-19.1	-15.8	.	-13.7	24.7	5.4	1.2	-17.9
45	OC[C@H]1O[C@@H](c2nc(-c3nc(-c4ccc(F)cc4)no3)cs2)[C@H](O)[C@@H](O)[C@H]1O	-5.1	9.1	.	-5.0	2.2	8.7	-13.9	-42.8	-65.2	.	-30.8
46	O=C(CSC(=S)N1CCCC1)N1CCN(S(=O)(=O)c2cccc([N+](=O)[O-])c2)CC1	-2.2	3.4	1.2	-6.2	7.4	-4.3	1.8	3.6	-8.0	3.9	35.1
47	CC1CCN(CC(=O)Nc2ccccc2Sc2ccccc2)CC1	12.8	-9.8	-1.4	-5.3	-7.2	-7.8	7.5	21.6	6.4	-24.2	-5.2
48	O=C(CN1CCN(CCO)CC1)Nc1ccccc1	6.2	-0.3	1.4	.	-5.6	.	-7.5	11.6	17.0	1.6	-1.9
49	CCOc1cccc(=O)c2c(C)n(Cc3ccccc3)c(C)c12	-8.4	-3.6	3.6	3.5	-0.8	-3.6	-5.4	-2.5	19.7	-1.6	-10.2
50	CCOC(=O)c1c(NC(C)=O)sc2c1CCN(Cc1ccccc1)C2	15.6	.	3.3	-4.2	7.1	.	-3.6	9.3	-5.8	.	-13.1
51	COc1cc2c(cc1OC)[C@@H](NC(=O)CCc1ccccc1)[C@H](O)C2	2.1	1.9	.	1.2	9.1	5.7	-13.0	-13.1	-7.1	-5.1	7.7
52	Cc1ccnc(Nc2nc(-c3ccc(O)cc3)cs2)c1	-7.9	-9.1	-0.6	-0.8	6.3	-6.9	-148.7	-322.5	-287.4	-66.9	-115.5
53	c1csc(-c2nc(-c3ccncc3)no2)c1	-14.5	1.8	2.8	-8.7	6.4	0.4	-49.7	-296.5	-233.0	-122.3	-104.4
